RAD52 inh: inhibitors of human RAD52 DNA annealing; P43351; recombinant RAD52 DNA annealing, FRET fluorescence; inhibition, % at 18.7 µM; 360,000 tested, 0.46% active; AID 651710;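 active = every replicate showing at least 50% inhibition; inconclusive = mean inhibition at least 50% but not in every replicate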
Target sequence (P43351 whole entry, looked up): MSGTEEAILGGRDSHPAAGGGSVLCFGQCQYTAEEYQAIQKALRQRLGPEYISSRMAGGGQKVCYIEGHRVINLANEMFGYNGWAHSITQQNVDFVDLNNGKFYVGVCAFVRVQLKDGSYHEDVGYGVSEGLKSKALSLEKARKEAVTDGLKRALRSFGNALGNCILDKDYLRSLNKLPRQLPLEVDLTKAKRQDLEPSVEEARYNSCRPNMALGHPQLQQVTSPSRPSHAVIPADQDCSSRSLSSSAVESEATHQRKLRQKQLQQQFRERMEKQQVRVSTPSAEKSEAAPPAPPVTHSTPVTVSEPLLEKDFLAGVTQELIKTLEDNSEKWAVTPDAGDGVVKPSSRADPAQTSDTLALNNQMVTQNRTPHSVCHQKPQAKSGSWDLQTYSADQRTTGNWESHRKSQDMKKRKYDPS
RAD54 inh: inhibitors of human RAD54 branch migration; Q92698; AID 602329; 360,000 tested, 0.14% active; inhibition, % at 10.4 µM; RAD54 Holliday junction branch migration, FAM/BHQ fluorescence;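 active = mean normalized replicate activity at least 40 and at least half of replicates scoring 40 or more; inconclusive = only one of the two criteria met; inactive = mean below 40 and under half of replicates reaching 40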;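 also: 0% = median of neutral control wells and 100% = median of positive control wells; inhibitors cause a drop in the FAM fluorescence signal; in these data hits start at about 50%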
XiGFP reactiv: activators of X-chromosome reactivation in mouse fibroblasts; XiGFP mouse fibroblasts, % GFP-positive cells imaging, 3 d; cells co-treated with 5-aza-dC sensitizer; scaled so ellipticine positive control = 100%; 360,000 tested, 0.055% active; activation, % at 7.58 µM; AID 743238;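 active = mean normalized replicate activation at least 10% and every replicate at or above 10%; inconclusive = only one of the two criteria met; inactive = mean below 10% and not all replicates reach 10%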;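 also: 0% = median of on-plate neutral control wells and 100% = ellipticine 6 µM median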
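assay system = SV40-immortalized XiGFP fibroblast cells, line 68-5-11 | buffer or medium = DMEM plus 5-aza-dC sensitizer | doses = single-point pinned compound dosing | times = 3-day compound exposure, then 15 min fixation at room temperature | benchmarks = positive control ellipticine, 6 µM final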
GSIS activator: GLuc luminescence reporter in INS-1E cells, primary screen for activators of glucose-dependent secretion of insulin. 370,000 tested, 0.61% active. activation, % at 16.6 µM. INS-1E GLuc reporter insulin secretion, 2-3 h;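 active = lowest replicate activation of at least 40%, so every replicate reaches that level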;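 also: 0% = median of neutral control wells and 100% = median of IBMX positive control wells; some compounds called inactive have numbers as strong as hits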
CFTR F508del cor: correctors of CFTR F508del function in bronchial epithelial cells; CFBE cells, YFP halide quenching; stimulated with forskolin plus potentiator P3; % fluorescence drop versus neutral controls; activity (quench increase), % at 7.58 µM; 350,000 tested, 0.36% active;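 active = mean added fluorescence quench of at least 8% versus neutral control, with both replicates also reaching 8%; inconclusive = only one of the mean or replicate conditions met; inactive = mean below 8% and not both replicates reaching 8%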;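 also: cells transiently co-express mutant CFTR-F508del with the halide-sensitive YFP; corrector assay measuring rescue of mutant channel to the surface after 24 h compound exposure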
ERAP1 inh: blocks human ERAP1 aminopeptidase activity; recombinant ERAP1, Leu-AMC fluorescence, 60 min; inhibition, % at 10.7 µM; 340,000 tested, 0.15% active; AID 652197;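 active = mean replicate inhibition of at least 30%, or all replicates individually reaching that 30% level; inactive = mean below 30% and not every replicate reaching it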;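 also: 0% = neutral control wells and 100% = L-leucinethiol positive control wells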
esBAF inh: inhibitors of esBAF chromatin remodeling in mouse ES cells | Bmi1-luciferase knock-in reporter, 24 h; 100% = twice the neutral-well signal | reporter increase, % at 12.5 µM | 350,000 tested, 2% active; in the data active = activation above about 40%; inconclusive = no clear call, values can overlap the other calls;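 also: 0% = median of the plate's neutral control wells and 100% = double that signal; a rise in the Bmi1 reporter signal indicates esBAF inhibition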
ARNT-TACC3 inh: disruptors of human ARNT/TACC3 interaction; Q9Y6A5; AlphaScreen His-ARNT PAS-B/GST-TACC3 binding, luminescence; TACC3 fragment carries E629A point mutation; inhibition, % at 9.99 µM; 390,000 tested, 0.66% active; AID 623870;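 active = mean inhibition of replicates at least 50% and at least half of replicates each reaching 50%; inconclusive = half or more replicates reach 50% but mean below 50%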;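 also: 0% = complete ARNT plus TACC3 wells and 100% = ARNT alone without TACC3; many hits fall short of the cut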
Active calls of the source: *; i = inactive; ? = inconclusive; . = no result given; & = joins results of further samples. An unsorted share of the library. Share with any hit: about 3.3%.

SMILES | RAD52 inh | RAD54 inh | XiGFP reactiv | GSIS activator | CFTR F508del cor | ERAP1 inh | esBAF inh | ARNT-TACC3 inh
C[C@@H]1CN([C@@H](C)CO)S(=O)(=O)c2ccc(C#CC3(O)CCCC3)cc2O[C@H]1CN(C)C(=O)Cc1ccccc1 | -1 | -4 | -0.2 | 6 | 1.5 | 0 | 4 | 3
O=C(COc1ccccc1Cl)Nc1ccccc1C(=O)N1CCCCC1 | -14 | 3 | 0.3 | 21 | -1.9 | -1 | 61* | -2
C=CCn1c(=N)c(S(=O)(=O)c2ccc(C)c(C)c2)cc2c(=O)n3ccccc3nc21 | i | 7 | 0.1 | 34 | -0.4 | -14 | -1 | -2
C[C@@H]1CN([C@H](C)CO)C(=O)c2cc(NC(=O)c3ccccc3)ccc2O[C@@H](C)CCCCO[C@@H]1CN(C)Cc1ccc(Cl)c(Cl)c1 | -47 | 7 | 0.4 | 26 | 4.0 | -1 | 1 | -1
O=C(O)C(Oc1ccc2c(c1)oc(=O)c1ccccc12)c1ccccc1 (stereo not given) | -22 | 2 | 0.0 | -3 | 0.0 | -4 | 3 | -1
COCC(=O)N1CC2(CCN(C(=O)c3ccccn3)CC2)c2c(n(C)c3cc(OC)ccc23)[C@@H]1CO | 12 | . | 0.5 | 11 | 1.3 | 0 | . | .
COc1ccccc1C1=NOC(COC(=O)c2ccc([N+](=O)[O-])cc2)C1 (stereo not given) | -8 | -17 | 0.0 | 6 | 0.8 | 1 | . | .
CCc1ccc(OCc2cnc(Cl)s2)cc1 | -3 | . | 0.0 | 17 | 1.0 | -2 | . | -5
O=C(O)C1=C[C@H](c2cccs2)C[C@H](OCCCCO)O1 | -5 | -2 | 0.0 | -3 | 2.9 | -1 | 1 | 30
O=C(NNc1nc2ccccc2s1)c1ccccc1F | -5 | 5 | . | 7 | -2.2 | -1 | -1 | -2
CCOC(=O)[C@H]1[C@H]2COc3ccc(C)cc3[C@@H]2N2C(=O)c3cc(C)ccc3NC(=O)[C@@]12C | -8 | -4 | 0.2 | -10 | 0.9 | 2 | -6 | 0
O=C(N/N=C/c1ccccc1O)/C(=C/c1ccccc1)CCO | . | -8 | 0.1 | -4 | . | . | . | 3
COc1nc(SC)nc(Cl)c1Cc1ccc(OC(C)C)cc1 | -15 | . | 0.1 | -14 | . | -4 | . | -12
O=C(COC(=O)c1cc(=O)[nH]c2ccccc12)NCc1cccc(Cl)c1 | -15 | -2 | 0.2 | -5 | -2.2 | -2 | -2 | .
C/C=C/c1ccc2c(c1)O[C@H](CN(C)Cc1cncnc1)[C@@H](C)CN([C@@H](C)CO)S2(=O)=O | 6 | 4 | 0.1 | 4 | 1.0 | -2 | -4 | -4
C=CCN1N=C(/C=C/c2ccc(OC)cc2)CCC1=O | -1 | -7 | 0.0 | -5 | 3.6 | -1 | ? | 16
CNC[C@H]1Oc2cc(C#CC(C)C)ccc2S(=O)(=O)N([C@H](C)CO)C[C@@H]1C | -26 | -1 | -1.1 | 2 | -1.9 | 3 | 1 | 7
CCNC(=O)[C@H]1[C@H](CO)[C@H]2Cn3c(ccc(-c4ccc(F)cc4)c3=O)[C@H]2N1Cc1cc(F)ccc1F | 1 | -2 | 0.0 | -10 | 1.9 | 1 | 1 | 1
O=S1(=O)N[C@H](c2ccccc2)C[C@H](c2ccc(C(F)(F)F)cc2)O1 | -23 | 7 | 0.4 | -9 | 0.4 | 0 | -3 | -2
CC/C=C/C(=O)N1CC2(CC(c3cccc(NC(=O)c4ccccc4)c3)=NO2)C[C@@H]1C(N)=O (stereo not given in full) | -13 | -13 | 0.0 | -12 | -2.1 | 2 | -5 | 2

Profiles from above:
C=CCN1N=C(/C=C/c2ccc(OC)cc2)CCC1=O is listed as RAD52 inh = -1; RAD54 inh = -7; XiGFP reactiv = 0.0; GSIS activator = -5; CFTR F508del cor = 3.6; ERAP1 inh = -1; esBAF inh = ?; ARNT-TACC3 inh = 16
CCOC(=O)[C@H]1[C@H]2COc3ccc(C)cc3[C@@H]2N2C(=O)c3cc(C)ccc3NC(=O)[C@@]12C is listed as RAD52 inh = -8; RAD54 inh = -4; XiGFP reactiv = 0.2; GSIS activator = -10; CFTR F508del cor = 0.9; ERAP1 inh = 2; esBAF inh = -6; ARNT-TACC3 inh = 0
O=S1(=O)N[C@H](c2ccccc2)C[C@H](c2ccc(C(F)(F)F)cc2)O1 is listed as RAD52 inh = -23; RAD54 inh = 7; XiGFP reactiv = 0.4; GSIS activator = -9; CFTR F508del cor = 0.4; ERAP1 inh = 0; esBAF inh = -3; ARNT-TACC3 inh = -2

(listing goes on)
SMILES | RAD52 inh | RAD54 inh | XiGFP reactiv | GSIS activator | CFTR F508del cor | ERAP1 inh | esBAF inh | ARNT-TACC3 inh
C[C@H](CO)N1C[C@H](C)[C@H](CN(C)S(C)(=O)=O)Oc2ccc(NC(=O)Nc3ccc(C(F)(F)F)cc3)cc2CC1=O | -15 | 3 | -1.4 | -8 | -1.9 | -1 | -2 | 6
CCOc1cc(/C=C2\CN(CC)C/C(=C\c3ccc(O)c(OCC)c3)C2=O)ccc1O | -21 | 16 | 1.1 | -40 | -5.5 | 7 | 23 | 4
C/C(=N/NC(=O)CNC(=O)c1cccs1)c1ccc(Cl)cc1 | -7 | -4 | 0.1 | -2 | 1.3 | 1 | -3 | 3
CCOc1ccc(N2CC(NC(=O)c3ccc4ccccc4c3)CC2=O)cc1 (stereo not given) | -3 | . | 0.0 | -10 | -0.8 | 0 | -5 | 0
CCCCNC(=O)C[C@@H]1C[C@@]2(C(=O)OC)CC(C)(C)CC=C2N(Cc2ccccc2)C1=O | 0 | . | 0.5 | -32 | -0.1 | 1 | . | .
CCCCCCCC(=O)N1CCN(c2cc3c(cc2F)c(=O)c(C(=O)O)cn3CC)CC1 | 5 | 2 | 0.0 | -3 | 0.9 | 2 | 5 | -4
COc1ccc(C(=O)C(C)[n+]2ccc(C)c3ccccc32)cc1[N+](=O)[O-] (stereo not given) | -68 | -30 | 0.3 | 2 | -1.5 | -2 | 2 | .
CC(=O)N(C)C[C@H]1Oc2ncc(C#CCC3CCCC3)cc2C(=O)N([C@@H](C)CO)C[C@H]1C | 11 | -10 | 0.1 | 9 | 2.6 | -3 | -1 | 4
O=C(CN(Cc1ccc(Br)cc1)S(=O)(=O)c1ccccc1)NCC1CCCO1 (stereo not given) | -9 | 7 | -0.1 | -18 | -1.6 | -1 | 2 | 2
Nc1ccccc1C(=O)N1CCCC1 | -6 | -7 | 0.0 | -2 | 0.3 | 6 | -6 | -19

Entries from the list above containing a nitro group on carbon (2):
SMILES | RAD52 inh | RAD54 inh | XiGFP reactiv | GSIS activator | CFTR F508del cor | ERAP1 inh | esBAF inh | ARNT-TACC3 inh
COc1ccccc1C1=NOC(COC(=O)c2ccc([N+](=O)[O-])cc2)C1 (stereo not given) | -8 | -17 | 0.0 | 6 | 0.8 | 1 | . | .
COc1ccc(C(=O)C(C)[n+]2ccc(C)c3ccccc32)cc1[N+](=O)[O-] (stereo not given) | -68 | -30 | 0.3 | 2 | -1.5 | -2 | 2 | .

Later entries:
SMILES | RAD52 inh | RAD54 inh | XiGFP reactiv | GSIS activator | CFTR F508del cor | ERAP1 inh | esBAF inh | ARNT-TACC3 inh
O=C(N/N=C/c1ccc(Br)s1)c1ccccc1[N+](=O)[O-] | . | -11 | . | -16 | . | . | 5 | 28
COc1cccc(-c2nnn(CC(=O)N3CCCCC3)n2)c1 | -17 | -15 | 0.0 | 1 | -2.9 | 2 | 24 | 1
O=S(=O)(c1ccccc1F)N1C[C@@H]2[C@H](c3ccccc31)[C@H](CO)N2Cc1ccc2c(c1)OCO2 | -1 | -16 | 0.4 | -34 | 2.9 | . | 1 | -9
Cc1ccc(/C=N/NC(=O)c2ccncc2)cc1 | -6 | 1 | 0.1 | 3 | 3.2 | -3 | 5 | -5
CC(=O)Nc1ccc(S(=O)(=O)N2CCN(CC(O)COc3ccc4ccccc4c3)CC2)cc1 (stereo not given) | . | 5 | . | -33 | . | . | 5 | 1
CC(C)NC(=O)N1CC[C@@H]2[C@H]1c1cc(Br)ccc1N(C)[C@@H]2CO | -4 | -14 | 0.0 | 0 | -0.5 | 0 | 3 | 2
CC(C)(C)OC(=O)N[C@@H](/C=C/c1ccccc1)C(=O)OC(C)(C)C | 3 | -1 | 0.0 | 2 | -2.4 | -2 | -10 | 3
Cc1ccc2nc(/N=C(\N)NC(=O)N3c4ccccc4Sc4ccccc43)nc(C)c2c1 | -28 | 23 | -0.1 | . | . | -1 | 6 | -4
C[C@@H]1CN([C@@H](C)CO)C(=O)c2cc(NC(=O)c3ccncc3)ccc2O[C@@H](C)CCCCO[C@H]1CN(C)Cc1ccccc1 | -12 | 8 | 0.3 | -10 | -0.8 | -2 | 1 | 1
CS(=O)(=O)N(Cc1ccccc1)c1ccccn1 | -2 | -8 | . | 15 | -2.1 | -3 | -5 | 1
CCOc1ccc(OCC(=O)NCc2n[nH]c(=O)c3ccccc23)cc1 | -8 | 3 | 0.1 | 21 | 2.9 | -3 | 0 | -5
CCCN(C(=O)C1CCN(S(=O)(=O)c2ccc(OC)c(OC)c2)CC1)C1CCS(=O)(=O)C1 (stereo not given) | -5 | 3 | 0.0 | 8 | 0.2 | 3 | . | 12
O=C(CN1c2cccc3cccc(c23)S1(=O)=O)Nc1ccccc1F | 0 | 6 | 0.6 | 7 | -0.8 | -3 | 11 | 5
CNC[C@H]1Oc2cc(Br)ccc2S(=O)(=O)N([C@H](C)CO)C[C@H]1C | -11&3&10 | -7&-6&-3 | -0.1&1.3 | 9&0 | -1.9&-6.1&-1.3 | 8&0&3 | -8&-1&-1 | -1&3
C[C@H](CO)N1C[C@H](C)[C@@H](CN(C)C(=O)Nc2ccc(-c3cccs3)cc2)OCc2cn(nn2)CCCC1=O | 9&1 | -8 | -0.1&0.1 | -9&-10 | -0.2&-0.6 | -5 | 9 | 14
C[C@@H]1CN([C@@H](C)CO)C(=O)CCCn2nncc2CO[C@H]1CN(C)C(=O)Nc1ccc(F)cc1 | -22&-5 | 12&4 | 0.1&-0.5 | 3&14 | 0.1&0.9 | 0&13 | -3&4 | 5
CN=c1sc(C(=O)Nc2ccccc2)c(C)n1C | -8 | . | -1.2 | 9 | -1.6 | 8 | . | -3
C[C@@H]1CN([C@H](C)CO)C(=O)Cc2cc(NC(=O)C3CCCCC3)ccc2O[C@H]1CN(C)C(=O)NC1CCCCC1 | -6 | 4 | 0.3 | -11 | -1.8 | 0 | -2 | 0
Cc1noc(C)c1NC(=O)Nc1ccc2c(c1)CC(=O)N([C@@H](C)CO)C[C@H](C)[C@@H](CN(C)C)O2 | 9 | 8 | 0.1 | 4 | -1.3 | -2 | -3 | -3
CN(CCOc1ccccc1)CC(=O)Nc1ccc(Br)cc1F | -13 | 7 | 0.0 | -20 | 0.0 | 1 | -9 | .
Cc1ccc(NC(=O)CSC2=NN3CCCC(=O)N=C3S2)cc1Cl | -10 | -2 | 0.2 | -2 | -3.0 | 3 | 14 | -1
COc1ccc(S(=O)(=O)N2CCCCCC2)cc1C(=O)N(C)CC(=O)Nc1ccc(F)cc1 | -7 | 1 | 0.0 | -51 | -0.3 | 1 | -4 | 24
Cc1nnc(SCc2cc(=O)[nH]c(N3CCN(C)CC3)n2)s1 | . | 4 | 0.0 | 21 | . | . | . | -6
Cc1cc(OC(=O)c2ccccc2Br)cc(=O)n1C | . | -5 | . | -15 | . | . | -5 | -5

Compound activity from PubChem.
